High-throughput results: PubChem BioAssay, Broad Institute
KDM4C inh – blocks human GASC-1 (KDM4C) demethylase activity; actives 0.15% (n = 96,000); GST-KDM4C 2-372, H3K9me3 peptide, LANCE TR-FRET; Q9H3R0; AID 720574; inhibition, % at 12.5 µM;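 active means mean replicate inhibition above about 25%, with at least 55% of replicates also reaching it, limit read from the data, passing the limit was not always enough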
Target sequence (Q9H3R0 2-372 limits assumed): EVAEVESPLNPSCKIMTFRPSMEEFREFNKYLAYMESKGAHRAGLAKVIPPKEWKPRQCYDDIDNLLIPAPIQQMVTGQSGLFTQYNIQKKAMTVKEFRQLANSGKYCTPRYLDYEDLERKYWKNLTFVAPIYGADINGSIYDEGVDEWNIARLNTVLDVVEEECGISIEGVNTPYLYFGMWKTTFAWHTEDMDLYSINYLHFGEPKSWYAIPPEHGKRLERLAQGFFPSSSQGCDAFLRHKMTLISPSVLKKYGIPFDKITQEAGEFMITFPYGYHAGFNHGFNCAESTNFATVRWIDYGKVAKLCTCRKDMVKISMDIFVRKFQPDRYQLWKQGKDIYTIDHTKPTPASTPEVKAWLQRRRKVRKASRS
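Assay system: GST-GASC-1 enzyme fragment 2-372 | Amount: 10 nM enzyme | Medium: HEPES buffer, pH 7.5, plus ascorbate | Reagent: H3K9me3 peptide substrate, Fe(II), 2-oxoglutarate | Doses: Single-point compound screen | Incubation: 30 min demethylation and 1 h detection at room temperature | Measured by: LANCE TR-FRET, excitation 340 nm, emissions 618 and 671 nm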
C diff growth – inhibitors of Clostridium difficile growth. actives 0.25% (n = 86,000). growth activity, negative = inhibition, % at 16 µg/mL (by protocol). Clostridium difficile clinical isolate growth, OD600, 24 h; active compounds read low;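 active means mean growth activity at or below -80% and every replicate also at or below -80%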;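 further: 0% = DMSO wells and -100% = levofloxacin 16 µg/mL wells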
Pf Dd2 inh – blocks growth of Plasmodium falciparum Dd2 parasites; activity change, % at 10 µM; actives 2.3% (n = 94,000); P. falciparum Dd2 growth, SYBR Green, 72 h; active compounds read low; AID 1159554; in the data active means activity change below about -80%
T cruzi growth – T. cruzi proliferation inhibition. T. cruzi beta-gal in NIH3T3, GalScreen luminescence, 90 h. inhibition, % at 8.34 µM. actives 5.9% (n = 77,000). AID 624255;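 active means mean inhibition above about 93%, with at least 55% of replicates each passing it, limit read from the data, passing the limit was not always enough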
* = called active by the depositor; x = no result given; & = joins results of further samples.

SMILES	KDM4C inh	C diff growth	Pf Dd2 inh	T cruzi growth
C[C@H](CO)N1C[C@H](C)[C@@H](CN(C)C(=O)C2CCCCC2)Oc2cc(C#CCN(C)C)ccc2S1(=O)=O	0.5	3	-18	x
CC(C)NC(=O)Nc1ccc2c(c1)C(=O)N([C@H](C)CO)C[C@@H](C)[C@H](CN(C)Cc1ccncc1)OCCCC[C@@H](C)O2	2.1	5	4	44
Cc1cccc(-c2ccc([C@@H]3[C@@H](CO)N4CCCCN(S(=O)(=O)c5cccs5)C[C@H]34)cc2)c1	-2.2	60	-16	118*
O=C(C[C@H]1C[C@H]2c3cc(NC(=O)Nc4ccccc4)ccc3O[C@H]2[C@@H](CO)O1)NCc1ccccn1	-4.5	-2	17	-5
C/C=C/c1ccccc1[C@H]1[C@@H](C#N)N(c2nc(CC)cs2)[C@@H]1CO	-0.3	5	-83*	x
CC(C)NC(=O)Nc1ccc2c(c1)CC(=O)N([C@@H](C)CO)C[C@H](C)[C@H](CN(C)Cc1ccc(C(=O)Nc3ccccc3N)cc1)O2	0.9	5	-53	x
C[C@H]1CN([C@@H](C)CO)S(=O)(=O)c2ccc(-c3ccc(F)cc3)cc2O[C@@H]1CN(C)C	-2.4	-14	-11	45
COCC(=O)N1C[C@H](C)[C@H](OC)CN(C)C(=O)c2ccc(NS(C)(=O)=O)cc2OC[C@H]1C	-0.4	x	3	52
O=S(=O)(c1ccc(F)cc1)N1CCCCN2[C@H](C1)[C@@H](c1ccc(-c3ccccc3F)cc1)[C@@H]2CO	x	-3	14	107*
COCC#Cc1cnc2c(c1)C(=O)N([C@@H](C)CO)C[C@@H](C)[C@H](CN(C)C(=O)c1ccc(F)cc1)O2	-1.0	-5	7	-2
O=C(C[C@H]1C[C@@H]2c3cc(NC(=O)C4CCC4)ccc3O[C@@H]2[C@H](CO)O1)NCc1ccncc1	0.7	-1	17	-23
CCC(=O)N(C)C[C@H]1Oc2ncc(C#Cc3ccc(OC)cc3)cc2C(=O)N([C@H](C)CO)C[C@H]1C	-1.9	-1	-9	83

Structures listed so far that contain a halogen, in the order listed:
SMILES	KDM4C inh	C diff growth	Pf Dd2 inh	T cruzi growth
C[C@H]1CN([C@@H](C)CO)S(=O)(=O)c2ccc(-c3ccc(F)cc3)cc2O[C@@H]1CN(C)C	-2.4	-14	-11	45
O=S(=O)(c1ccc(F)cc1)N1CCCCN2[C@H](C1)[C@@H](c1ccc(-c3ccccc3F)cc1)[C@@H]2CO	x	-3	14	107*
COCC#Cc1cnc2c(c1)C(=O)N([C@@H](C)CO)C[C@@H](C)[C@H](CN(C)C(=O)c1ccc(F)cc1)O2	-1.0	-5	7	-2

Remaining list, next part.
SMILES	KDM4C inh	C diff growth	Pf Dd2 inh	T cruzi growth
CNC[C@H]1Oc2ccc(NS(=O)(=O)c3ccc(F)cc3)cc2CC(=O)N([C@H](C)CO)C[C@@H]1C	0.6	10&-2	-1	x
C[C@@H]1CN([C@@H](C)CO)C(=O)c2cc(NC(=O)c3ccncc3)ccc2O[C@H]1CN(C)Cc1ccc(Oc2ccccc2)cc1	-1.2	9	-7	1
C[C@@H]1CN([C@@H](C)CO)C(=O)c2cc(C#Cc3ccncc3)cnc2O[C@@H]1CN(C)S(=O)(=O)c1ccccc1F	2.0	13	-38	-130
C[C@@H]1CN([C@@H](C)CO)C(=O)c2cc(NC(=O)Cn3cnnn3)ccc2O[C@@H]1CN(C)CC1CC1	-2.0	1	28	32
COCC(=O)N1CC(=O)N2[C@H](C1)[C@H](c1ccc(-c3ccccc3)cc1)[C@@H]2CO	0.4	0	19	x
COc1ccc(S(=O)(=O)N(C)C[C@@H]2Oc3c(NC(=O)C4CCCCC4)cccc3C(=O)N([C@H](C)CO)C[C@H]2C)cc1	-0.5	-1	-63	18
O=C(CC1CC1)Nc1ccc2c(c1)[C@@H]1C[C@@H](CC(=O)NC3CCCCC3)O[C@H](CO)[C@@H]1O2	1.5	-2	8	19
O=C(C[C@@H]1CC[C@@H]2[C@H](COC[C@H](O)CN2CCC(F)(F)F)O1)NCC1CCCCC1	2.3	-1&-15	4	117*
Cc1ccc(-c2cnc3c(c2)C(=O)N([C@@H](C)CO)C[C@@H](C)[C@@H](CN(C)CC2CC2)O3)cc1	-1.9	5	-49	x
C[C@@H]1CN([C@@H](C)CO)C(=O)c2cc(NS(=O)(=O)c3cn(C)cn3)ccc2O[C@@H](C)CCCCO[C@H]1CN(C)S(=O)(=O)c1cccs1	0.0	2	10	x
CN1C(=O)c2cc(NC(=O)C3CC3)ccc2OC[C@@H]2O[C@@H](CC(=O)O)CC[C@H]21	5.2	-3	23	x
COCC(=O)N(C)C[C@@H]1Oc2cc(C#CCN(C)C)ccc2S(=O)(=O)N([C@H](C)CO)C[C@@H]1C	2.2	2	0	11
COc1ccccc1NC(=O)N1C[C@H](O)COC[C@H]2O[C@@H](CC(=O)N3CCC(Cc4ccccc4)CC3)CC[C@@H]21	-0.8	-12&-22	1	-13
C[C@H]1CN([C@@H](C)CO)C(=O)c2cc(NS(=O)(=O)c3cn(C)cn3)ccc2O[C@H]1CN(C)C(=O)Nc1cccc2ccccc12	1.3	x	15	0
Cc1ccccc1-c1ccc([C@H]2[C@@H](CO)N3C(=O)CN(C(=O)c4ccncc4)C[C@H]23)cc1	-1.2	-12	-69	x
COc1ccc(-c2ccc([C@H]3[C@@H](CO)N4C(=O)CN(C(=O)c5ccccn5)C[C@@H]34)cc2)cc1	-1.0	2	-20	x
C[C@@H]1CN([C@@H](C)CO)C(=O)c2cc(C#CC3CC3)cnc2O[C@@H]1CN(C)S(C)(=O)=O	-0.7	x	14	50
COc1cc(CN2CC3(CN(C(=O)c4cccnc4)C3)c3c([nH]c4cc(OC)ccc34)[C@@H]2CO)cc(OC)c1	-1.2	-2	-39	x
Cc1noc(C)c1S(=O)(=O)Nc1ccc2c(c1)CC(=O)N([C@H](C)CO)C[C@@H](C)[C@@H](CN(C)C)O2	0.6	6	16	-23
C[C@@H]1CN([C@H](C)CO)C(=O)CCCn2nncc2CO[C@@H]1CN(C)C(=O)NC1CCCCC1	-1.4	-7	15&20	-24&-11
C[C@@H](O)C#Cc1ccc2c(c1)O[C@H](CN(C)Cc1cccnc1)[C@@H](C)CN([C@@H](C)CO)S2(=O)=O	x	1	-6	67
C[C@@H]1CCCCO[C@H](CN(C)C(=O)NC2CCCCC2)[C@@H](C)CN([C@H](C)CO)C(=O)c2cc(NC(=O)CCCCCC(=O)Nc3ccccc3N)ccc2O1	-1.5	-2	-31	48
C[C@H](CO)N1C[C@H](C)[C@H](CN(C)Cc2ccc(C(=O)Nc3ccccc3N)cc2)Oc2ccc(NS(=O)(=O)c3ccc(Cl)cc3)cc2CC1=O	3.5	1	-83*	x
CC(C)C(=O)Nc1ccc2c(c1)C(=O)N(C)[C@H]1CC[C@H](CC(=O)NCC3CC3)O[C@@H]1CO2	-0.1	2	8	-21

Record cards (already shown). Values in the order: KDM4C inh, C diff growth, Pf Dd2 inh, T cruzi growth
Listed for CC(C)C(=O)Nc1ccc2c(c1)C(=O)N(C)[C@H]1CC[C@H](CC(=O)NCC3CC3)O[C@@H]1CO2 : -0.1, 2, 8, -21
Listed for Cc1ccccc1-c1ccc([C@H]2[C@@H](CO)N3C(=O)CN(C(=O)c4ccncc4)C[C@H]23)cc1 : -1.2, -12, -69, x

Other structures:
SMILES	KDM4C inh	C diff growth	Pf Dd2 inh	T cruzi growth
C/C=C/c1ccc([C@H]2[C@@H](CNC(=O)c3ccccn3)N(C(=O)CC)[C@H]2CO)cc1	-1.3	-3	-19	33
C[C@@H]1CN([C@@H](C)CO)C(=O)CCCn2cc(nn2)CO[C@H]1CN(C)C(=O)Nc1ccc(C(F)(F)F)cc1	0.2	-1	-7&-6	-16&11
CO[C@@H]1CN(C)C(=O)c2cc(NC(=O)C3CCC3)ccc2OC[C@@H](C)N(C)C[C@H]1C	0.6	x	5	3
N#Cc1cccc(-c2ccc([C@H]3[C@@H](CO)N[C@@H]3CNC(=O)C3CC3)cc2)c1	-1.1	2	-2	x
CC=Cc1ccc2n(c1=O)C[C@@H]1[C@@H](CO)[C@H](C(=O)NCCN3CCCC3)N(C(=O)NC(C)C)[C@H]21 (mixture of isomers)	-2.3	-5	x	27
COc1cccc(C#Cc2ccc([C@H]3[C@H]4CN(C(=O)Cc5ccccc5)CC(=O)N4[C@H]3CO)cc2)c1	-1.0	2	-14	x
CC=Cc1ccc2n(c1=O)C[C@@H]1[C@@H](CO)[C@H](C(=O)NCC3CC3)N(CCC(F)(F)F)[C@H]21 (mixture of isomers)	5.2	1	-20	111*
C[C@@H]1CN([C@H](C)CO)C(=O)Cc2cc(NC(=O)Cc3ccccc3)ccc2O[C@@H]1CN(C)S(=O)(=O)c1cn(C)cn1	0.1	6	16	7
O=C(CC1CC1)N[C@H]1CC[C@@H](CCNS(=O)(=O)c2ccc(F)cc2)O[C@@H]1CO	3.1	-2	1	18
C[C@@H]1CN([C@H](C)CO)S(=O)(=O)c2ccc(C3=CCCC3)cc2O[C@@H]1CN(C)C(=O)Cc1ccncc1	-1.5	2	-49	82
C[C@H]1CN([C@@H](C)CO)C(=O)Cc2cc(NS(=O)(=O)c3ccc(Cl)cc3)ccc2O[C@H]1CN(C)C	-0.7	1	4	x
C[C@@H]1CN([C@H](C)CO)C(=O)Cc2cc(NC(=O)C3CCCCC3)ccc2O[C@@H]1CN(C)Cc1ccccc1	-2.8	-12	-23	69
C[C@H](CO)N1C[C@H](C)[C@H](CN(C)Cc2ccccn2)Oc2ncc(Br)cc2C1=O	6.3	1	16	-75
Cc1noc(C)c1S(=O)(=O)Nc1ccc2c(c1)C(=O)N([C@@H](C)CO)C[C@H](C)[C@H](CN(C)S(C)(=O)=O)O2	-1.0	-2	27	-25
C[C@H](CO)N1C[C@H](C)[C@@H](CN(C)Cc2ccc3c(c2)OCO3)Oc2ccc(NC(=O)Nc3ccc(F)cc3)cc2C1=O	0.5	-1	-7	x
CO[C@@H]1CN(C)C(=O)c2ccc(NC(C)=O)cc2OC[C@@H](C)N(Cc2cncnc2)C[C@H]1C	1.0	x	27	91
O=C(C[C@H]1C=C[C@@H](NC(=O)Cc2ccccn2)[C@@H](CO)O1)NCCc1ccncc1	2.3	x	9	30
C[C@H](CO)N1C[C@H](C)[C@H](CN(C)Cc2ccc(C(=O)Nc3ccccc3N)cc2)Oc2c(NC(=O)C3CC3)cccc2C1=O	-0.1	-1	-16	98*
COc1ccccc1C(=O)Nc1ccc2c(c1)OC[C@H](C)N(C(C)=O)C[C@@H](C)[C@@H](OC)CN(C)C2=O	-0.1	x	-26	21
COc1ccc2c3c(n(C)c2c1)[C@H](CO)N(CC1CC1)CC31CCN(C(=O)c2ccc3c(c2)OCO3)CC1	0.5	3	-76	x
CCCC#Cc1ccc([C@@H]2[C@H]3CN(C(=O)CN4CCOCC4)CC(=O)N3[C@H]2CO)cc1	-2.0	-4	-4	x
COCC#Cc1ccc2c(c1)O[C@@H](CN(C)Cc1ccccc1F)[C@@H](C)CN([C@H](C)CO)S2(=O)=O	0.8	-5	-37	5
Cc1ccc(S(=O)(=O)Nc2ccc3c(c2)C(=O)N([C@H](C)CO)C[C@@H](C)[C@@H](CN(C)C(=O)NC(C)C)OCCCC[C@@H](C)O3)cc1	-1.3	13	-63	70
CCC(=O)N(C)C[C@H]1Oc2ncc(-c3ccc(C(=O)N(C)C)cc3)cc2C(=O)N([C@H](C)CO)C[C@@H]1C	1.3	-3	12	12

Marked active in Pf Dd2 inh (from the list above):
canonical_smiles | KDM4C inh | C diff growth | Pf Dd2 inh
C/C=C/c1ccccc1[C@H]1[C@@H](C#N)N(c2nc(CC)cs2)[C@@H]1CO | -0.3 | 5 | -83*
C[C@H](CO)N1C[C@H](C)[C@H](CN(C)Cc2ccc(C(=O)Nc3ccccc3N)cc2)Oc2ccc(NS(=O)(=O)c3ccc(Cl)cc3)cc2CC1=O | 3.5 | 1 | -83*

Next part:
SMILES	KDM4C inh	C diff growth	Pf Dd2 inh	T cruzi growth
C[C@@H]1CN([C@@H](C)CO)S(=O)(=O)c2ccc(-c3cncnc3)cc2O[C@H]1CN(C)C(=O)C1CCC1	2.5	2	8	75
COCC#Cc1cnc2c(c1)C(=O)N([C@H](C)CO)C[C@@H](C)[C@H](CN(C)Cc1ccc(-c3ccccc3)cc1)O2	0.3	11	-69	119*
COc1cccc(-c2ccc3c(c2)O[C@H](CN(C)C)[C@H](C)CN([C@H](C)CO)S3(=O)=O)c1	-0.8	-1	-5	x
Cc1ccc(-c2ccc(C3[C@H]4CNC[C@@H]3N4Cc3nccs3)cc2)cc1 (stereo partly specified)	2.4	24	4	x

Rows were taken by chance (roughly 6.7% active in at least one column).
